High-throughput results: PubChem BioAssay, several laboratories
PolyA inhibitor: polyadenylation inhibitors in yeast reporter cells, primary screen, luminescence, S. cerevisiae. AID 1875, 2009. calls only at 12 µM. actives 0.02% (n = 300,000). S. cerevisiae SKY197-pL101 polyadenylation reporter, beta-gal luminescence; efflux-impaired pdr1/pdr3 knockout yeast; score 100 = 6 SD above DMSO;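 active = lowest replicate activity score at least 50, where 100 means six control SD above control mean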;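 also: yeast exposed to compound for 9 h at 30 °C; higher score means more reporter readthrough which indicates perturbed polyadenylation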
KCNK9 block: KCNK9 potassium channel inhibitors, primary screen, HEK293 cells, thallium flux; Potassium channel subfamily K member 9 (Homo sapiens), Q9NPC2; FluxOR thallium flux fluorescence; stronger effect = lower value; actives 1.2% (n = 310,000); AID 488922, 2010; B-score at 10 µM;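 active = ratio B-score over 3 SD below the library mean, with starting fluorescence within 5 SD of its mean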;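 also: negative B-score means less thallium flux so channel inhibition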
hERG rescue: hERG rescue from dofetilide block, primary screen, cell-based, CHO-hERG, FluxOR thallium flux, dofetilide IC70; actives 0.51% (n = 310,000); dofetilide IC70 present; activation (rescue from dofetilide block), less the hit threshold, % at 10 µM;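 active = activation above the mean of controls blocked by dofetilide plus 5 SD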;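 also: thallium influx through hERG after potassium depolarization seen as dye fluorescence rise; in these data hits start at about 4.7%; inactives centre near -7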
Target sequence (Q12809 whole entry, looked up): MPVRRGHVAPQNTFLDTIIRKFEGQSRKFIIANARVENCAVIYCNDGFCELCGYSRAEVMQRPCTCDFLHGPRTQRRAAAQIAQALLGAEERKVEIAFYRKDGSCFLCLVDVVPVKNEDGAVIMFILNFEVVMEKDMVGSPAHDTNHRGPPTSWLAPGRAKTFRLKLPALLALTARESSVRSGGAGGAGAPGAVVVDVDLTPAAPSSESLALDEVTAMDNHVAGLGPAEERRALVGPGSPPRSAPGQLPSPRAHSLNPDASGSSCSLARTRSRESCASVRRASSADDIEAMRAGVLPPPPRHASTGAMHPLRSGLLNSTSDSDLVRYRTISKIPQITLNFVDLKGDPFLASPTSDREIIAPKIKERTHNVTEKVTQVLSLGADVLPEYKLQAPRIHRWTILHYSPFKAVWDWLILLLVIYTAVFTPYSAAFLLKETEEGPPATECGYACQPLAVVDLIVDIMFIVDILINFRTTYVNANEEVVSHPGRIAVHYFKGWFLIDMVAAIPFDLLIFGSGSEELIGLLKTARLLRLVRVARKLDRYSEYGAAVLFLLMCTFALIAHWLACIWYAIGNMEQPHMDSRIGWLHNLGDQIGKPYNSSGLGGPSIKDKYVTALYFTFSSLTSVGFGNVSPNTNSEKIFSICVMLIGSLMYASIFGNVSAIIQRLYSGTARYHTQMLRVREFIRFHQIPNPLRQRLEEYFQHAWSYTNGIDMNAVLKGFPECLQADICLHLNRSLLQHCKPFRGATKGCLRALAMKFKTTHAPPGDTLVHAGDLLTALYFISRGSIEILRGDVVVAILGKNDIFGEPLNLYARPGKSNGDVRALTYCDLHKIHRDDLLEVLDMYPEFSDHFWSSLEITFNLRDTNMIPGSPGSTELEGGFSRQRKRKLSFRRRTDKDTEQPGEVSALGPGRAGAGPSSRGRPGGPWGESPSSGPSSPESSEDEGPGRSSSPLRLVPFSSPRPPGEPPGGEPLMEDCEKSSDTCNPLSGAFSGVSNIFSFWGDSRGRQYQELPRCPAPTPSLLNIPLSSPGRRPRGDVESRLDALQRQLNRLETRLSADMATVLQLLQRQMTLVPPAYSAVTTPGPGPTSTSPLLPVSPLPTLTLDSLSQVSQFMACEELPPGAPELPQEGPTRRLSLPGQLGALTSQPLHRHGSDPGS
KCNQ1 inh: inhibitors of human KCNQ1 channel, primary screen, cell-based, thallium flux, high-throughput; actives 1.3% (n = 310,000); B-score at 10 µM; Potassium voltage-gated channel subfamily KQT member 1 (Homo sapiens), P51787; AID 2642, 2010; CHO-K1 KCNQ1, FluxOR thallium flux fluorescence; stronger effect = higher value;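 active = compounds whose thallium flux B-score, printed positive for inhibition, exceeds three library SD while starting fluorescence stays within three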;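 also: channel opened by potassium depolarization with thallium stimulus after 20 min compound exposure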
HDAC3 inh: HDAC3 deacetylase inhibitors, primary screen, biochemical, fluorescence, cell-free homogeneous; inhibition, % at 8.3 µM; actives 0.15% (n = 320,000); recombinant HDAC3, fluorogenic peptide/trypsin coupled; AID 2718, 2010; in the data active = inhibition above about 26%, passing the limit was not always enough
KCNQ1 pot: potentiators or activators of KCNQ1 channel, primary screen, cell-based, thallium flux, high-throughput; CHO-K1 KCNQ1, thallium flux FluxOR fluorescence; stronger effect = higher value; Potassium voltage-gated channel subfamily KQT member 1 (Homo sapiens), P51787; B-score at 10 µM; actives 0.35% (n = 310,000);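 active = fluorescence ratio B-score, a plate-corrected score, at least three library SD, with initial intensity B-score within 5 SD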
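Test system: CHO-K1 cells stably expressing KCNQ1 / Medium: assay buffer / Also added: depolarizing K+/Tl+ stimulus, K2SO4 and Tl2SO4 each 12.5 mM in 5x stock / Incubation: 90 min dye loading and 20 min compound exposure, both at room temperature / Signal: thallium influx via FluxOR fluorescence, kinetic imaging / Evaluation: B score of baseline-normalized fluorescence ratio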
RGS4 pot: RGS4 potentiators or activators, primary screen, cell-based, HEK293 M3R inducible RGS4, calcium flux; carbachol calcium flux Fluo4; stronger effect = lower value; B-score at 10 µM; actives 0.92% (n = 310,000);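 active = B-score of the integrated calcium signal more than 4 SD below the library mean, with starting fluorescence not abnormally high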;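 also: negative B-score means reduced calcium response which marks RGS4 activation or potentiation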
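Material: Inducible-RGS4 HEK293 cells carrying M3 receptor; also added: carbachol at ECmax as muscarinic agonist stimulus; incubation: compound preincubation 20 min at room temperature before agonist; signal: Fluo4-AM (2 µM) calcium-flux fluorescence, kinetic read; measure: integrated calcium ratio converted to B score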
KCNK3 inh: human KCNK3 channel inhibitors, primary screen, CHO cells, FluxOR thallium flux, B-score; actives 0.84% (n = 340,000); FluxOR fluorescence; stronger effect = lower value; Potassium channel subfamily K member 3 (Homo sapiens), O14649; B-score at 10 µM;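 active = B-score under library mean minus 4 SD, starting fluorescence ratio at most library mean plus 5 SD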;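 also: more negative B-score means stronger inhibition of thallium flux through KCNK3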
GSK3A inh: blockers of GSK3A enzyme activity – biochemical, luminescence, cell-free homogeneous, HTS, primary screen; Glycogen synthase kinase-3 alpha (Homo sapiens), P49840; GSK-3 alpha kinase, ADP-Glo luminescence, 60 min; inhibition, % at 10 µM; actives 0.1% (n = 320,000);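 in the data active = inhibition above about 50%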;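 also: GST-tagged GSK-3 alpha with peptide substrate and 25 µM ATP; 0% = DMSO neutral wells and 100% = GW8510 positive control wells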
GSK3B inh: human GSK3beta kinase inhibitors, primary screen, biochemical, cell-free homogeneous, HTS. activity score (negative = inhibition), % at 10 µM. GST-GSK3beta kinase, ADP-Glo luminescence, 60 min; stronger effect = lower value. actives 0.038% (n = 300,000);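 active = more than half of replicate wells score below -50%, meaning over 50% inhibition versus plate controls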;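 also: 0% = median DMSO wells and -100% = median GW8510 positive control wells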
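Test system: GST-fused GSK3beta enzyme, cell-free | Quantity: 1.6 ng GST-GSK3beta enzyme per well | Reagent: 25 µM ATP with peptide substrate | Schedule: 60 min enzyme reaction, room temperature | Signal: Luminescent ADP-Glo measurement of ADP formed | Read-out basis: Score relative to plate controls | Control set: DMSO and 20 µM GW8510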
DYRK1A inh: rat Dyrk1A kinase inhibitors, primary screen, biochemical, single point, plate reader; Dual specificity tyrosine-phosphorylation-regulated kinase 1A (Rattus norvegicus), Q63470; actives 0.43% (n = 310,000); AID 504441, 2011; inhibition, % at 12.5 µM; ADP-Glo luminescence, NFATc1 peptide; in the data active = inhibition above about 50%;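 also: plate controls were vehicle with enzyme for no effect and no enzyme for full effect; many of its hits are not listed in these tables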
The depositor's hits bear a star; i = inactive; nt = not tested or not shown.

SMILES	PolyA inhibitor	KCNK9 block	hERG rescue	KCNQ1 inh	HDAC3 inh	KCNQ1 pot	RGS4 pot	KCNK3 inh	GSK3A inh	GSK3B inh	DYRK1A inh
C[C@H](NC(=O)c1nc[nH]c1C(=O)N1CCc2ccccc2C1)C(=O)OC(C)(C)C	i	i	-7	i	-2	i	i	i	8	0	-8
O=C(Cc1sc(Nc2ccccc2)nc1-c1ccccc1)NCc1ccccc1	i	-9.2*	-6	i	2	i	i	i	0	1	-2
Cc1cc2cc3c(cc2nc1SCC(=O)Nc1c(C)cccc1C)CCC3	i	i	-8	i	-1	i	i	i	-4	-1	-5
COc1ccccc1CNC(=O)CCC(=O)N1CCOc2ccc(Cl)cc21	i	i	-12	i	nt	i	i	i	2	1	2
CCc1ccc(-n2c(O)cnc2Nc2nc(C)cc(C)n2)cc1	i	i	-6	i	1	i	i	i	-2	2	1
COc1cc(CNCCc2ccc(S(N)(=O)=O)cc2)ccc1OCC(=O)NC1CCCCC1	i	i	-9	i	-8	i	i	i	0	1	1
CCOc1ccccc1NC(=O)CCCNC(=O)Cn1cnc2sc(C)c(C)c2c1=O	i	i	-3	i	6	i	i	i	-1	-4	6
Cc1ccc(N2C(=O)c3ccc(C(=O)N4CCN(c5ccc(C)c(C)c5)CC4)cc3C2=O)cc1	i	i	-7	i	-1	i	i	i	-2	-2	7
CCOC(=O)N1CCN(C(=O)Cc2ccsc2)CC1	i	i	-3	i	-11	i	i	i	-1	2	5
CS(=O)(=O)N(CC(=O)Nc1ccccc1)Cc1ccc(Cl)cc1	i	i	-8	i	nt	i	i	i	nt	0	6
CC(C)Oc1ccc(CNS(=O)(=O)c2csc(C(N)=O)c2)cc1	i	i	-6	i	4	i	i	i	2	0	nt
Cc1nc(CC(=O)c2ccc(O)c(C)c2O)cs1	i	i	-10	i	-3	i	i	i	-3	-5	2
Cc1ccc(-n2nc(C(=O)O)c3ccccc3c2=O)cc1C	i	i	-7	i	4	i	i	i	1	-2	1
CC(=O)Oc1ccc2nc(/C=C/c3ccccc3)oc(=O)c2c1	i	i	-8	i	0	i	i	i	0	-2	nt
COc1cccc(C(=O)/C=C/c2ccc(SC)cc2)c1	i	i	-10	i	3	i	i	i	0	-1	0

Additional results.
SMILES	PolyA inhibitor	KCNK9 block	hERG rescue	KCNQ1 inh	HDAC3 inh	KCNQ1 pot	RGS4 pot	KCNK3 inh	GSK3A inh	GSK3B inh	DYRK1A inh
Cc1cc(-n2cnc(-c3cn[nH]c3C)n2)no1	i	i	-6	i	-3	i	i	i	13	-22	21
C/C(=N\NC(=O)c1ccccc1)c1ccc(C)c([N+](=O)[O-])c1	i	i	-7	i	-2	i	i	i	0	1	-1
CCn1c(C)c(C)c2cc(C(=O)NCCCN3CCCCC3)ccc21	i	i	-5	i	-10	i	i	i	0	-2	-4
CC(C)c1ccc(C(O)Cc2nc3ccccc3n2C)cc1 (configuration not stated)	i	i	-6	i	-6	i	i	i	-3	5	3
CCc1ccc(N(C(=O)c2ccco2)C(C(=O)NC2CCCC2)c2ccco2)cc1 (configuration not stated)	i	i	-4	i	1	i	i	i	3	2	-1
Cc1ccc(C(=O)N2CCC(C(=O)Nc3cccc([N+](=O)[O-])c3)CC2)cc1	i	i	-12	i	8	i	i	i	-1	-2	-2
CC(=O)c1cccc(NC(=O)CN(C)S(=O)(=O)c2ccccc2)c1	i	i	-18	i	0	i	i	i	-3	4	6
CC1CC2c3cccc(C(=O)O)c3C(=O)N2c2ccc(Cl)cc21 (configuration not stated)	i	i	-5	i	0	i	i	i	-2	2	-5
Cc1nnc(NC(=O)CSc2nc(N)c(NC(=O)c3cccs3)c(=O)[nH]2)s1	i	i	-13	i	5	i	i	i	-1	-3	-6
Cc1cccc(N2C(=O)C(O)=C(C(=O)c3cccs3)C2c2ccc(F)cc2)n1 (configuration not stated)	i	i	-11	i	-2	i	i	i	nt	-7	5
CCC(C)NC(=O)C1CC(c2ccc(OC)cc2)=NO1 (configuration not stated)	i	i	-6	i	3	i	i	i	0	0	-2
Cc1ccc2sc(C)[n+](CCC(C)S(=O)(=O)[O-])c2c1 (configuration not stated)	i	i	-6	i	nt	i	i	i	nt	0	nt
CCn1nc(C(=O)Nc2ccc(C)c(C)c2)c(Cl)c1Cl	i	i	4	i	2	i	i	i	nt	0	-6
CCOc1ccc(C(C)C)cc1S(=O)(=O)n1nc(C)cc1C	i	-10*	-15	i	8	i	i	i	-1	4	1
CCNc1ccccc1CP(=O)(c1ccccc1)c1ccccc1O (configuration not stated)	i	i	-4	i	7	i	i	nt	-2	0	nt

The results go on:
SMILES	PolyA inhibitor	KCNK9 block	hERG rescue	KCNQ1 inh	HDAC3 inh	KCNQ1 pot	RGS4 pot	KCNK3 inh	GSK3A inh	GSK3B inh	DYRK1A inh
COCCN(CCOC)CC(O)COC(c1ccccc1)c1ccccc1 (configuration not stated)	i	i	-9	i	8	i	i	i	-4	2	3
CCN(CC)C(=O)C1CCCN(c2ccc([N+](=O)[O-])cc2/C=N/NC(=O)c2cccc([N+](=O)[O-])c2)C1 (configuration not stated)	i	i	-7	i	3	i	i	i	-5	-3	5
CN(Cc1ccccc1)CC(O)COc1ccc(CNCCOc2cccnc2)cc1 (configuration not stated)	i	i	-8	i	-5	i	i	i	-1	0	6
CC1(C)CN(c2ccsc2C(=O)O)C1=O	i	i	-8	i	2	i	i	i	2	1	2
O=c1[nH]c2ccccc2c2nc(-c3cccc(S(=O)(=O)N4CCCC4)c3)nn12	i	i	-13	i	12	i	i	i	-3	4	-4
CCC(C)NS(=O)(=O)c1ccc(OCC(=O)NCc2ccco2)cc1 (configuration not stated)	i	i	-5	i	-1	i	i	i	0	0	4
C/C(=N\OC(=O)c1ccc(F)cc1)c1ccc(F)c(F)c1	i	i	-7	i	3	i	i	i	-2	-5	nt
COc1ccccc1CN1CCC(n2nccc2NC(=O)c2ccccc2Cl)CC1	i	i	-13	i	-18	i	i	i	-1	0	-5
C/C(Cn1ncc(N2CCOCC2)c(Cl)c1=O)=N\O	i	i	-13	i	-7	i	i	i	-2	0	-3
C[C@@H](C(O)c1ccccc1)N(C)C(=O)CCc1ccccc1 (some centres not stated)	i	i	-3	i	-3	i	i	i	3	0	3
Cc1ccc(NCc2ccccc2OCc2ccccc2F)cc1	i	i	1	8*	1	i	i	i	0	1	3
CC(C)(C)c1ccc(C(=O)NCC(=O)N2CCCC2)cc1	i	i	-3	i	-6	i	i	i	-2	-1	3
COc1ccc(C(=O)N2CCc3[nH]nc(-c4ccccc4)c3C2)cc1	i	i	-12	i	-1	i	i	i	6	4	0
COc1ccc(-n2nc(C(=O)NCC(=O)N(C)Cc3ccccc3)c3ccccc3c2=O)c(OC)c1	i	i	-6	i	2	i	i	i	-2	nt	1
COC(=O)CC1Oc2ccccc2N(Cc2ccc(C)cc2)C1=O (configuration not stated)	i	i	-13	i	-3	i	i	i	0	0	-4

Compound profiles, as listed above. Screens in order: PolyA inhibitor	KCNK9 block	hERG rescue	KCNQ1 inh	HDAC3 inh	KCNQ1 pot	RGS4 pot	KCNK3 inh	GSK3A inh	GSK3B inh	DYRK1A inh
COc1ccc(-n2nc(C(=O)NCC(=O)N(C)Cc3ccccc3)c3ccccc3c2=O)c(OC)c1 as listed: i	i	-6	i	2	i	i	i	-2	nt	1
Cc1ccc(NCc2ccccc2OCc2ccccc2F)cc1 as listed: i	i	1	8*	1	i	i	i	0	1	3

The listing continues.
SMILES	PolyA inhibitor	KCNK9 block	hERG rescue	KCNQ1 inh	HDAC3 inh	KCNQ1 pot	RGS4 pot	KCNK3 inh	GSK3A inh	GSK3B inh	DYRK1A inh
O=C(Cn1cnc2ccccc2c1=O)Nc1nc2ccccc2s1	i	i	-6	i	3	i	i	i	-2	2	-1
CCc1ccc(C(C)NC(=O)/C(C#N)=C\c2cn[nH]c2-c2ccccc2)cc1 (configuration not stated)	i	i	-10	i	1	i	i	i	1	-2	-1
COc1ccc(NC(=O)COC(=O)c2cc([N+](=O)[O-])ccc2N2CCOCC2)cc1	i	i	-11	i	3	i	i	i	-1	1	0
O=c1[nH]c(=O)n(C(c2ccccc2)c2ccccc2)cc1Br	i	i	-12	i	3	i	i	i	-10	0	0
CC1CCCN(c2nc3nonc3nc2N2CCCC(C)C2)C1 (configuration not stated)	i	i	-9	i	11	i	i	i	0	-4	2
Cc1nnsc1C(=O)NC1CCCc2c1cnn2-c1cc(F)cc(F)c1 (configuration not stated)	i	i	-3	i	-5	i	i	i	6	-2	1
Cc1ccc(S(=O)(=O)N(c2cccc(C(F)(F)F)c2)C2C=CS(=O)(=O)C2)cc1 (configuration not stated)	i	i	1	i	-7	i	i	i	-1	3	0
COc1cc(/C=C2\SC(=O)N(CC(=O)Nc3ccc(C)cc3)C2=O)cc(Cl)c1OCC(=O)O	i	i	-5	i	10	i	i	i	-2	5	-6
CCOc1ccc(CN2CCN(Cc3ccsc3)C(CCO)C2)cc1CO (configuration not stated)	i	i	-4	i	0	i	i	i	-5	-1	nt
COCCOC(=O)c1c(C)n(C)c2ccc(OC(=O)c3ccco3)cc12	i	i	-9	i	0	i	i	i	-1	2	10
COc1ccc(NC(=S)NNC(=S)Nc2cccc(C(F)(F)F)c2)cc1	i	i	-1	i	28*	i	i	i	0	3	nt
O=C1NC(=O)N(Cc2ccccc2)C1=O	i	i	-1	i	0	i	i	i	-2	1	-2
Cc1cc(N2C(=O)C(O)=C(C(=O)c3cc4ccccc4o3)C2c2cccc(Br)c2)no1 (configuration not stated)	i	i	-9	i	3	i	i	i	0	1	6
O=C(NCCCN1CCOCC1)C(=O)NCc1ccccc1Cl	i	i	-4	i	-2	i	i	i	1	0	-3

A portion of the library; the hit share may differ from the screen's.
